High-throughput results (PubChem)
LGR2 inh: inhibitors of bursicon-induced LGR2 CRE-luciferase signal, primary screen, cell-based, HEK293, CRE-luciferase reporter, bursicon stimulation; Drosophila bursicon receptor LGR2 (rickets); bursicon-stimulated, 4 h; inhibition, % at 9.99 µM; hit rate 0.35% among 380,000;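 active = drop in luminescence signal, shown as inhibition above about 50% in the replicate tests, limit read from the data, passing the limit was not always enough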;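 note: agonist challenge used bursicon conditioned medium at about half maximal strength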
miR-122 sensor: miR-122 Renilla sensor signal increase in Huh7, primary screen, miR-122 inhibitor project, cell-based, single point, plate reader | Huh7 miR-122 Renilla luciferase sensor, 48 h; neutral wells = 0, positive control = 100 | activation (reporter increase), % at 12.5 µM | hit rate 0.3% among 340,000;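 active = mean replicate activation score at least 90 and every replicate individually at or above 90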;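 note: higher luciferase means less miR-122 activity so hits act as miR-122 inhibitors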
PAX8 inh HTS: inhibitors of PAX8-driven TPO luciferase reporter, primary screen, RMG-I cells, single concentration | SteadyGlo, 24 h | inhibition, % at 12.6 µM | hit rate 1.2% among 360,000;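 active = mean replicate inhibition at least 60% with every replicate also reaching 60%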;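 note: luciferase light reporting Pax8 driven TPO promoter activity; plate controls were median of neutral control wells for no effect and mitoxantrone controls for full effect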
Casp6 inh: human caspase-6 inhibitors, primary screen, biochemical, VEID-R110 fluorescence, single point, set 2; purified caspase-6, Z-VEID-R110 cleavage fluorescence; inhibition, % at 12.5 µM; hit rate 0.53% among 350,000;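 active = mean inhibition across replicates at least about 35%, with every replicate also reaching that limit, limit read from the data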;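 note: 0% = median of neutral control wells and 100% = no fluorescence left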
Target sequence (P55212 24-179 limits assumed): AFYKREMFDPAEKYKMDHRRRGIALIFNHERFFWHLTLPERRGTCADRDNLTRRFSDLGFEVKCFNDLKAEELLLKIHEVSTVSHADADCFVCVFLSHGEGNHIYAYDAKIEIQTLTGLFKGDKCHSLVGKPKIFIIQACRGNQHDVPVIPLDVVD
Target sequence (P55212 194-293 limits assumed): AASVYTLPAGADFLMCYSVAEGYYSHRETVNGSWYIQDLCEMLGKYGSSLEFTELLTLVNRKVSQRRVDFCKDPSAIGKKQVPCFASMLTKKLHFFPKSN
PGC1a acetyl inh: inhibitors of PGC1a acetylation signal, primary screen, cell-based, U2OS, AlphaScreen, inhibitor mode; AlphaScreen anti-acetyl-lysine; with virally co-expressed GCN5 acetyltransferase; inhibition, % at 15.6 µM; hit rate 0.17% among 350,000;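 active = every replicate shows inhibition of at least 40%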;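 note: 0% = neutral control wells and 100% = positive control wells; some results beyond the cut were filed as inactive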
Cneo AK release: Cryptococcus neoformans cell lysis inducers, primary screen, AK release luminescence, single concentration; C. neoformans lysis, adenylate kinase release luminescence, 4 h; normalised: neutral wells 0, clomiphene wells 100; lysis activity, % at 15 µM; hit rate 0.2% among 360,000;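 active = mean lysis activity across replicates of at least 80%, whatever share of replicates individually reach that level; inactive = mean lysis activity below 80%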
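Test system: log-phase Cryptococcus neoformans yeast cells. Input: 5 × 10^6 yeast cells/mL. Medium: fresh YPD growth medium. Doses: single dose. Incubation: static 4 h at 37 °C with compound, 1 h detection. Measured by: luminescent adenylate kinase detection reagent. Read-out: signal increase indicating cell lysis. Benchmarks: Clomiphene.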
EWS-Fli block: EWS/Fli-driven NR0B1 reporter inhibitors, primary screen, A673 cells, NR0B1 luciferase, luminescence, MLPCN library; viability-normalised; inhibition, % at 12.6 µM; hit rate 0.67% among 350,000;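 active = mean inhibition of at least 50% after viability correction, with every replicate also passing that limit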;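 note: firefly luciferase signal divided by Alamar Blue viability fluorescence both relative to DMSO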
FN deposit inh: inhibitors of fibronectin matrix deposition, primary screen, AH1F cells, Alexa488-fibronectin fluorescence, plate reader | AH1F fibroblasts, overnight | inhibition, % at 12.6 µM | hit rate 0.086% among 350,000 | AID 743247, 2014;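 active = mean inhibition across replicates of 30% or more, regardless of how many single replicates reach that level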;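 note: positive control wells lacked labelled fibronectin entirely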
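Assay system: AH1F fibroblasts / Quantity: 10000 cells per well / Medium: DMEM plus 2% serum, read in PBS / Reagent: labelled fibronectin 24 nM / Dosing: single dose, pinned / Times: 1 h cell attachment, overnight exposure to compound and label / Signal: fluorescence, ex 485 nm, em 525 nm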
* = called active by the depositor; . = no result given; [ ] = dose if it differs, or a comment. Compounds as they come; 2.5% or so of the library scored in one or more.

SMILES	LGR2 inh	miR-122 sensor	PAX8 inh HTS	Casp6 inh	PGC1a acetyl inh	Cneo AK release	EWS-Fli block	FN deposit inh
Cc1cc(N2C(=O)C3C4C=CC(C4)C3C2=O)ccc1NC(=O)c1cccs1 (stereo unspecified)	-2.9	5.8	-14.0	.	.	4.0	.	5.4
COc1cccc(C#Cc2ccc3c(c2)[C@H]2[C@H](CCN2C(=O)CC2CC2)[C@H](CO)N3)c1	-6.9	.	.	1.8	.	.	0.3	3.8
CC(=O)CCc1ccccc1	-5.3	-15.1	.	-5.3	-1.3	2.0	-4.0	.
CC(C)(C)c1ccc(CC(=O)N2CCC2(C)C(=O)NS(=O)(=O)c2cccc(Cl)c2)cc1 (stereo unspecified)	11.6	-2.3	5.6	4.0	6.6	2.6	17.1	0.3
CO[C@H]1CN(C)C(=O)c2ccc(NC(=O)Nc3c(C)noc3C)cc2OC[C@@H](C)N(C)C[C@@H]1C	-7.6	21.5[16.7 µM]	.	-0.1	2.2	-1.2	-2.8	.
CCn1ccc(C(=O)NCc2ccc3c(c2)OCO3)n1	3.1	.	.	4.5	.	-0.8	-9.9	2.2
CN1C[C@@H]2[C@H](c3ccccc31)[C@H](CO)N2C(=O)CN1CCOCC1	-7.8	-3.8[16.7 µM]	0.7	-0.1	0.8	-2.0	-0.8	.
COc1cc(CNCc2ccc(OC)c(OC)c2OC)cc(OC)c1	6.9	1.5	.	.	37.9	2.9	.	-4.9
O=C(NC(=S)NCCCN1CCOCC1)c1ccc([N+](=O)[O-])cc1	.	.	-6.6	-15.2	.	.	5.8	-1.5
Cc1c(OCC(=O)N2CCC(C(=O)NCCCC(=O)O)CC2)ccc2c1oc(=O)c1ccccc12	-9.6	.	-3.0	3.2	.	-7.3	-1.9	2.6
CSc1cccc(-c2nnc(NC(=O)c3cccc(N4C(=O)CCC4=O)c3)o2)c1	4.0	-2.4	-17.3	0.5	12.5	-0.7	3.6	3.9
COc1ccc(-c2ccc3[nH]c4c(c3c2)CCN2C(=O)[C@@H]([C@H](C)O)[C@@H](N(C)C(=O)Nc3ccc(F)cc3)C[C@@H]42)cc1	.	0.2	10.4	-2.1	-23.2	0.0	-11.6	3.3
O=C(NCc1ccccc1)C12CN(Cc3ccccc3)CC1C(c1cccc([N+](=O)[O-])c1)=NO2 (stereo unspecified)	.	4.8	6.6	1.0	.	7.0	7.2	9.6
COc1ccc(NC(=O)N(C)C[C@H]2Oc3ccc(NC(=O)c4ccncc4)cc3CC(=O)N([C@@H](C)CO)C[C@H]2C)cc1	-45.5	0.1[16.7 µM]	-22.4	-1.5	-28.4	-7.5	6.1	.
CN(C)C(=O)C[C@H]1C=C[C@H](NS(=O)(=O)c2ccccc2)[C@@H](CO)O1	-8.2	-7.5[16.7 µM]	-10.9	-1.0	5.7	-0.9	2.6	2.9
O=S(=O)(NC1CC1)c1ccc(S(=O)(=O)N(Cc2ccccn2)C2CC2)cc1	-12.5	2.9	16.5	-0.1	-0.8	-0.2	7.1	-4.3
CN(CC(=O)Nc1ccc(F)cc1)C(=O)c1ccc(-c2ccc(F)cc2)o1	-22.5	0.7	11.1	3.2	2.3	-2.5	1.0	3.0
CCC(=O)Nc1ccc2c(c1)ncn2-c1ccccc1C	-9.8	-6.0	8.9	0.8	3.9	2.1	-7.8	-3.7
Cc1ccc(C2NC(=S)NC3=C2C(=O)CC(C)(C)C3)cc1 (stereo unspecified)	10.8	.	-4.4	1.7	.	.	2.2	10.6
C=CC1=CCN(S(=O)(=O)C(C)(C)C)[C@H]1CCO	-2.5	-4.0	-1.3	-1.9	-8.1	-0.8	-0.7	-7.3
Cc1ccc(CNC(=O)C2c3ccccc3C(=O)N3CCc4ccccc4C23)o1 (stereo unspecified)	6.6	8.1	.	.	2.4	.	.	4.4
C[C@H]1CN([C@@H](C)CO)C(=O)Cc2cc(NS(=O)(=O)c3cccs3)ccc2O[C@H]1CN(C)CC1CC1	-6.0	-6.1[16.7 µM]	.	-3.4	17.7	52.5	6.0	.
CN1CCN(NC(=O)c2cc(-c3cccc(Cl)c3)nc3ccccc23)CC1	-8.5	.	-10.1	-4.8	-7.1	.	-4.6	0.6
Cc1ccccc1-c1n[nH]nc1C1=CC(=O)C[C@H](c2ccc(F)cc2)C1	-8.7	-1.5	7.8	2.1	1.7	1.4	7.8	11.3
Cc1oc(-c2ccccc2F)nc1CS(=O)CC(=O)NCc1ccc(Cl)cc1 (stereo unspecified)	-14.8	.	12.0	5.1	.	.	.	0.9

Part of the list above, set out differently.
mol,LGR2 inh,miR-122 sensor,PAX8 inh HTS,Casp6 inh,PGC1a acetyl inh,Cneo AK release,EWS-Fli block,FN deposit inh
COc1cccc(C#Cc2ccc3c(c2)[C@H]2[C@H](CCN2C(=O)CC2CC2)[C@H](CO)N3)c1,-6.9,.,.,1.8,.,.,0.3,3.8
CC(=O)CCc1ccccc1,-5.3,-15.1,.,-5.3,-1.3,2.0,-4.0,.
CC(C)(C)c1ccc(CC(=O)N2CCC2(C)C(=O)NS(=O)(=O)c2cccc(Cl)c2)cc1 (stereo unspecified),11.6,-2.3,5.6,4.0,6.6,2.6,17.1,0.3
CO[C@H]1CN(C)C(=O)c2ccc(NC(=O)Nc3c(C)noc3C)cc2OC[C@@H](C)N(C)C[C@@H]1C,-7.6,21.5[16.7 µM],.,-0.1,2.2,-1.2,-2.8,.
CCn1ccc(C(=O)NCc2ccc3c(c2)OCO3)n1,3.1,.,.,4.5,.,-0.8,-9.9,2.2
CN1C[C@@H]2[C@H](c3ccccc31)[C@H](CO)N2C(=O)CN1CCOCC1,-7.8,-3.8[16.7 µM],0.7,-0.1,0.8,-2.0,-0.8,.

Next records
SMILES	LGR2 inh	miR-122 sensor	PAX8 inh HTS	Casp6 inh	PGC1a acetyl inh	Cneo AK release	EWS-Fli block	FN deposit inh
COc1ccc2c3c(n(C)c2c1)[C@@H](CO)N(C(=O)CC1CC1)CC31CN(C(=O)NC(C)C)C1	-4.0	.	.	-1.6	0.4	.	3.4	-0.2
CCOc1cccc(NC(=O)c2cnccc2C(F)(F)F)c1	-2.3	0.7	1.8	-0.9	-6.8	0.8	5.3	-20.1
CCCCCC(=O)NC(Cc1ccc(OC)c([N+](=O)[O-])c1)C(=O)O (stereo unspecified)	-10.1	.	-4.9	-4.0	.	.	0.6	1.4
CN(C)CC#Cc1cccc(-c2nc(C(=O)N3CCN(C)CC3)cc3c2[C@H](CCO)N(S(=O)C(C)(C)C)C3)c1 (stereo partly specified)	.	.	-9.9	-59.4	.	5.0	4.2	.
C[C@@H]1CN([C@@H](C)CO)C(=O)Cc2cc(NC(=O)Nc3ccc4c(c3)OCO4)ccc2O[C@H]1CN(C)Cc1ccc2c(c1)OCO2	18.7	-11.2[16.7 µM]	21.7	0.2	-10.1	0.2	7.2	.
O=C(/C=C/c1ccccc1)OCC(=O)c1ccc[nH]1	-44.2	-7.7	.	2.2	-3.3	.	2.9	0.4
O=[N+]([O-])c1cc(-c2ccc(C(=S)N3CCOCC3)o2)ccc1Cl	-8.3	-7.1	38.4	11.4	-10.9	.	-28.2	-10.1
CC(=O)c1ccc(NC(=O)c2noc(C(C)C)c2[N+](=O)[O-])cc1	-26.8	.	-49.1	-2.2	.	.	-20.0	10.0
COCCN(C(=O)COC(=O)C12CC3CC(CC(Cl)(C3)C1)C2)c1c(N)n(Cc2ccccc2)c(=O)[nH]c1=O	-12.2	-8.1	4.5	-1.3	11.9	-2.4	-1.7	3.6
COc1ccc(CC(=O)OCC(=O)Nc2c(C)n(C)n(-c3ccccc3)c2=O)cc1OC	-3.2	.	-12.3	-0.9	8.8	1.6	5.2	-2.0
CCn1c(C)cc(O)c(C(=O)Nc2cccc(Cl)c2)c1=O	-55.9	4.9	-16.6	-2.6	2.7	1.4	-59.5	-1.5
CC(C)(C)OC(=O)CC[C@]12N=C(c3ccc(OCCCO)cc3)O[C@H]1c1ccccc1CN(Cc1ccccc1)C2=O	.	.	-6.0	0.8	.	46.3	-10.4	.
CS(=O)(=O)N1CCC(C(=O)Nc2cccc(Cl)c2)CC1	-12.7	.	-6.8	-2.8	-3.2	.	4.0	-3.3
c1ccc(-c2cc(CN3[C@@H]4CNC[C@H]3C4c3ccc(-c4ccncc4)cc3)no2)cc1 (stereo partly specified)	-6.8	.	-9.4	1.4	1.1	.	-2.5	-7.9
O=C(O)c1ccccc1C(=O)NCCCCCCNC(=O)c1ccccc1C(=O)O	-12.3	-4.6	21.1	-9.3	-0.7	1.3	2.4	3.3
COc1ccc(NC(=O)Nc2ccc3c(c2)CC(=O)N([C@H](C)CO)C[C@H](C)[C@H](CN(C)S(=O)(=O)c2c(C)noc2C)O3)cc1	-26.1	-1.5[16.7 µM]	3.3	-1.2	2.4	2.3	-17.8	.
COc1ccc(N2CCN(C(=O)CNC(=O)c3cn(-c4ccccc4OC)c(=O)c4ccccc34)CC2)cc1	-4.3	.	-5.5	0.5	-0.7	.	1.8	2.4
Cc1ccc(C)c(N(C(=O)CS(=O)CC(=O)Nc2ccc3c(c2)OCO3)C(C)C(=O)NC2CCCC2)c1 (stereo unspecified)	.	10.0	23.9	.	-10.1	-2.0	.	4.0
COCc1cn(CC[C@@H]2CC[C@@H](NC(=O)c3ccc(F)cc3)[C@H](CO)O2)nn1	2.6	.	-13.4	3.2	-3.7	1.4	0.4	7.7
COc1ccc(OCCCC(=O)N2CCN(S(=O)(=O)c3cccc(F)c3)CC2)cc1	12.2	.	11.2	3.6	.	0.4	1.7	-1.5
Cc1ccc(NC2CCCN(C(=O)CCc3cn[nH]c3)C2)cc1C (stereo unspecified)	-2.2	-3.4	11.0	-1.1	0.8	-1.4	0.1	6.6
C#Cc1ccc([C@H]2C=C(C(=O)OCC=C)O[C@@H](OCCCCO)C2)cc1	16.3	-2.0	6.0	.	8.7	-2.4	-5.2	17.1
CC(C)C[C@H](NC(=O)NCc1ccc(F)cc1)C(=O)O	4.3	-2.9	2.7	1.3	-3.8	-3.3	-5.3	-2.7
C[C@H](CO)N1C[C@H](C)[C@@H](CN(C)S(=O)(=O)c2ccc(Cl)cc2)Oc2ccc(NC(=O)Cn3cnnn3)cc2C1=O	1.0	21.6[16.7 µM]	.	-1.3	-1.1	.	-5.0	.
C[C@@H]1CN([C@H](C)CO)C(=O)Cc2cc(NC(=O)Cc3ccccc3)ccc2O[C@@H]1CN(C)Cc1ccc(C(=O)Nc2ccccc2N)cc1	-13.3	.	11.3	2.4	-14.4	.	13.3	.
COc1cc(CNCc2cc(OC)ccc2OC)cc(OC)c1	2.4	1.9	1.7	-2.2	3.3	0.3	5.0	11.4
c1ccc2c(c1)CC(N1CCCCC1)c1ccccc1S2 (stereo unspecified)	-3.6	.	4.6	-0.4	.	.	2.9	0.9
O=C(COC(=O)c1cc(NS(=O)(=O)c2cccs2)ccc1O)Nc1ccccc1	-0.8	4.2	13.9	2.6	0.0	-0.4	-4.5	13.4
CC(=O)NC(CSC(CC(=O)c1ccco1)c1ccc(C)cc1)C(=O)O (stereo unspecified)	-85.4	0.3	-49.8	-0.5	.	.	-22.3	-2.8
CC(C)N(C(=O)Cn1cc(S(=O)(=O)CC(=O)NCc2ccc(F)cc2)c2ccccc21)C(C)C	-13.6	.	20.5	-0.7	.	1.9	5.3	3.3
